hcGAS inh – Primary biochemical luminescence assay for human cyclic GMP-AMP synthase inhibitors | 0.081% of 290,000 active | recombinant h-cGAS, ATP depletion, Kinase-Glo luminescence | inhibition, % at 12.5 µM | AID 1259398, 2018;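 note: 0% = vehicle reaction and 100% = reaction without DNA for no activity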
Target sequence (Q8N884 whole entry, looked up): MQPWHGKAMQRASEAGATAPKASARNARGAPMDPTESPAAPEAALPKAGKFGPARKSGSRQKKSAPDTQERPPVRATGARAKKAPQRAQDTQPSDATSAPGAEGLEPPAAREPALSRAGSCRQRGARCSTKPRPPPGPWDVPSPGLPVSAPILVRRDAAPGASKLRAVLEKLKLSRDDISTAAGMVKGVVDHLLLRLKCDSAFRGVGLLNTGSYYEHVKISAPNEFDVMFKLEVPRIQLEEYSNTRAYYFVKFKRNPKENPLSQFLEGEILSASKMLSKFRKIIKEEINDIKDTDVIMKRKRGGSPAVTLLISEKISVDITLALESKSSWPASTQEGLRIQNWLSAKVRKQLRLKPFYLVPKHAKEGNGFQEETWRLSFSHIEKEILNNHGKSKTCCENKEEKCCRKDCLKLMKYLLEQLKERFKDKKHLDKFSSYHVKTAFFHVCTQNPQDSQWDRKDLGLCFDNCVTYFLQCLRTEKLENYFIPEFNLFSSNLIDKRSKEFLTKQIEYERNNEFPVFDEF
mcGAS inh – cyclic GMP-AMP synthase inhibitors, mouse, primary biochemical chemiluminescence. recombinant cGAS, Kinase-Glo ATP depletion luminescence. Q8C6L5. AID 1259399, 2018. 0.15% of 160,000 active. inhibition, % at 12.5 µM;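 note: 0% = negative control wells and 100% = reference inhibitor with no enzyme activity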
NPYLR7 ag – agonists of mosquito NPYLR7 receptor, primary screen, cell-based, Aedes aegypti, calcium fluorescence, mosquito biting behavior; 0.15% of 270,000 active; Aedes aegypti neuropeptide Y-like receptor 7 (NPYLR7); HEK293T NPYLR7/Galpha15, GCaMP6s calcium fluorescence; activation, % at 10 µM; in the data active = activation above about 40%;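 note: 0% = vehicle and 100% = reference agonist at the receptor; some compounds past the cut are filed as inactive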
Active calls of the source: *; x = not tested or not shown; & = joins results of further samples. Cut-off read from the data, not from the text of the source, unless noted: active = inhibition above about 40%; inactive = the rest.

The first 2 entries as a preview:
SMILES	hcGAS inh	mcGAS inh	NPYLR7 ag
Cc1cc(C(=O)Nc2ncc(C(N)=O)cc2Cl)ccc1F	-6	x	10
O=[N+]([O-])c1ccccc1CN1CCCn2cccc2C1c1ccoc1 (stereo not given)	-4	-5	19

The whole of this part, from the first entry:
SMILES	hcGAS inh	mcGAS inh	NPYLR7 ag
Cc1cc(C(=O)Nc2ncc(C(N)=O)cc2Cl)ccc1F	-6	x	10
O=[N+]([O-])c1ccccc1CN1CCCn2cccc2C1c1ccoc1 (stereo not given)	-4	-5	19
C(=NNc1nc2ccccc2[nH]1)c1ccccc1OCc1ccccc1	-5	x	11
CCCn1cnnc1CNC(=O)c1noc2c1CCCC2	-6	-11	14
CO[C@H]1C(=O)N(C(C)C)[C@H]1C1CCN(CC2CCCCC2)CC1	-18	-5	x
COc1ccc(-c2nc3cc(C)ccn3c2NC(=O)CCc2ccccc2)cc1OC	3	-2	-5
Cc1ccc(C2(C)NC(=O)N(CC(=O)N(C)C3CCCCC3)C2=O)cc1 (stereo not given)	-10	x	5
O=C(COC(=O)Cc1ccsc1)NC(=O)NC1CCCC1	-5	-8	4
CCCc1cc(N2CCCCC2)n2ncc(-c3ccccc3)c2n1	-6	-8	1
CCCN(Cc1nc(Cc2ccccc2Cl)no1)CC1CCCO1 (stereo not given)	6	x	2
Cc1[nH]n(C(C)(C)C)c(=O)c1Sc1ccccc1	-12	-3	13
S=C1Nc2ccccc2C2CC=NN12 (stereo not given)	-5	x	4
C/C=C/c1c(F)c(F)c(Oc2ccc(C=O)cc2)c(F)c1F	-5	-6	7
CCOC(=O)C(c1ccc(OC)c(OC)c1)C1C=CC(NC(=O)c2cc(F)ccc2F)C1 (stereo not given)	-6	-6	2
Fc1cccc(-c2nnn(Cc3cc4c(cc3Br)OCCO4)n2)c1	-3	x	0
CCn1c(SCC(=O)c2ccc(Cl)c(C)c2)nnc1-c1cc(-c2ccccc2)nc2ccccc12	-10	-7	-6
Cc1ccc(N2CCN(CC(O)COC3CCCCC3)CC2)cc1 (stereo not given)	-3	-5	x
Fc1cccc(Cc2noc(CN3CCCC4(CCCN(Cc5ccccc5)C4)C3)n2)c1 (stereo not given)	-5	-8	5
CC(c1nc(Cc2ccccc2)no1)N1CCCC(c2ccn[nH]2)C1 (stereo not given)	-3	x	-3
O=C(NCc1nc2ccccc2n1Cc1ccc(F)cc1)c1ccco1	2	-2	-4
COc1ccc(S(=O)(=O)NCC2CCCO2)cc1N1CCN(C(=O)C2(c3ccc(Cl)cc3)CCCC2)CC1 (stereo not given)	-4	-4	6
NC(=O)c1ccc(C(F)(F)F)n(Cc2nc(-c3ccsc3)no2)c1=O	-2	-6	3
CC(=O)O[C@H]1CC[C@@]2(C)C(CC[C@]3(C)C2CC=C2C4CC(C)(C)CC[C@]4(C)CC[C@]23C)C1(C)C (stereo not given in full)	-5	-6	x
COc1ccc(C=Nc2ccc(C)cc2O)c2ccccc12	-2	x	-9
COc1ccccc1C1CN(C(=O)c2ccc([N+](=O)[O-])cc2)CC1CN1CCc2ccccc2C1 (stereo not given)	4	0	x
CCC(Oc1ccc2ccccc2c1Br)C(=O)N/N=C\c1cc(OC)ccc1OC(C)=O (stereo not given)	-2	x	1
Cn1cc(C(CC(=O)N2CCC(C(N)=O)CC2)c2ccccc2C(F)(F)F)c2ccccc21 (stereo not given)	-5	-4	20
COCCCN(CC(=O)N(CCOC)Cc1cccn1C)C(=O)Nc1ccc(C)cc1	0	-4	-2
O=C(Nc1ccc(N2CCC(Cc3ccccc3)CC2)c(C(=O)NCc2ccc(F)cc2)c1)c1ccc(Br)cc1	-7	-6	x
CCOc1ccc(-n2c(-c3nccc4ccccc34)n[nH]c2=S)cc1	-6	x	-9
Cc1ccc(-c2n[nH]c(-c3ccccn3)n2)cc1	-8	x	14
CCNC(=O)CSc1nnc(NCC)s1	-9	x	1
Cc1ccc(F)cc1C(=O)N1CCN(c2nc3nccc(-c4ccc5c(c4)OCO5)n3n2)CC1	-3	-5	4
Cc1cc(Oc2ccc3c(c2)OCO3)nc(SCc2ccccc2F)n1	-6	-5	1
CCOCc1cc(CN2CCCC(CNC(=O)c3ccco3)C2)ccc1OC (stereo not given)	-3	x	8
CCOC(=O)CCc1c(C)nc2ncnn2c1N1CCN(S(=O)(=O)c2ccc(F)cc2Cl)CC1	-3	-7	26
CCn1c(C(=O)N2CCN(C(=O)c3ccc(F)cc3)C(C)C2)cc2ccsc21 (stereo not given)	-1	-3	12
COc1ncccc1NC(=O)c1ccc(Cl)c(S(C)(=O)=O)c1	-16	x	0
COCCNC(=O)CSc1nnc(-c2ccccc2F)n1CCc1ccccc1	-5	x	6
CCCC1CCC(c2ccc(C(=O)Nc3nncs3)cc2)CC1 (stereo not given)	4	-2	-10
OC1(Cc2cc(-c3ccccc3)no2)CCN(Cc2cnc(-c3ccccc3)s2)CC1	-12	-12	16
COC(=O)c1ccccc1SCc1csc(Cc2ccc3c(c2)OCO3)n1	-5	-4	23
O=C(NC(c1ccc2ccccc2n1)c1cccs1)C1CCN(CCCOc2ccccc2)CC1 (stereo not given)	-2	-2	2
CN1CC2(CCN(Cc3cccc(O)c3)CC2)CC1C(=O)O (stereo not given)	-1	x	10
O=C1/C(=C\c2ccccc2[N+](=O)[O-])Sc2ccc3ccccc3c21	-6	-4	-4
Cc1cc(CN2CC[C@@H](N3CCN(c4ccccc4F)CC3)[C@H](O)C2)oc1C	-3	x	12
CN(C1=NS(=O)(=O)c2ccccc21)c1ccc(OC(=O)c2cccc3ccccc23)cc1	-4	-6	0
Clc1ccc(/C=N\Nc2cc(N3CCOCC3)nc(N3CCOCC3)n2)cc1	3	1	-5
O=C(c1ccc2c3c(cccc13)CC2)C1CCCN(C(=O)CCn2cnnn2)C1 (stereo not given)	0	-6	12
O=S(=O)(c1cc(Cl)cc(Cl)c1)N1CCN(c2nccc(-c3ccc(-n4ccnc4)cc3)n2)CC1	-2	-7	9

Following part
SMILES	hcGAS inh	mcGAS inh	NPYLR7 ag
CCCCN(CC(=O)N1CCc2sccc2C1c1ccc(Cl)cc1)C(=O)c1cccc(OC)c1 (stereo not given)	-1	-3	16
CC(=O)Nc1ccc(SCCN2CCOCC2)nn1	-3	x	7
CCn1cc(C(=O)NCC2CC23CCc2ccccc23)cn1 (stereo not given)	-5	x	-3
CCOCCCN(CC(=O)N(Cc1ccccc1)Cc1sccc1C)C(=O)/C=C/c1ccc([N+](=O)[O-])cc1	-9	-5	x
CCCC(=O)NCCNc1cc(-n2ccnc2C)ncn1	-4	-12	-13
CCC(C(=O)Nc1ccc(C(=O)N(C)C)cc1)c1ccccc1 (stereo not given)	-13	x	7
CC=CC(=O)OCC1=C(C(=O)OCC)C(c2cccs2)NC(=O)N1 (stereo not given)	-4	x	8
CCc1ccc2nc(Cl)sc2c1	3	-1	-15
CNC(=O)CSc1nc(-c2ccccc2)c(NC(=O)C2CC2)s1	-2	-8	-8
CCCCOc1ccc(C2C3=C(CCCC3=O)OC(=N)C2C#N)cc1OC (stereo not given)	-7	-6	-9

Quoted from the entries so far (23 entries):
SMILES	hcGAS inh	mcGAS inh	NPYLR7 ag
CCOCc1cc(CN2CCCC(CNC(=O)c3ccco3)C2)ccc1OC (stereo not given)	-3	x	8
CCOC(=O)CCc1c(C)nc2ncnn2c1N1CCN(S(=O)(=O)c2ccc(F)cc2Cl)CC1	-3	-7	26
CCn1c(C(=O)N2CCN(C(=O)c3ccc(F)cc3)C(C)C2)cc2ccsc21 (stereo not given)	-1	-3	12
COc1ncccc1NC(=O)c1ccc(Cl)c(S(C)(=O)=O)c1	-16	x	0
COCCNC(=O)CSc1nnc(-c2ccccc2F)n1CCc1ccccc1	-5	x	6
CCCC1CCC(c2ccc(C(=O)Nc3nncs3)cc2)CC1 (stereo not given)	4	-2	-10
OC1(Cc2cc(-c3ccccc3)no2)CCN(Cc2cnc(-c3ccccc3)s2)CC1	-12	-12	16
COC(=O)c1ccccc1SCc1csc(Cc2ccc3c(c2)OCO3)n1	-5	-4	23
O=C(NC(c1ccc2ccccc2n1)c1cccs1)C1CCN(CCCOc2ccccc2)CC1 (stereo not given)	-2	-2	2
CN1CC2(CCN(Cc3cccc(O)c3)CC2)CC1C(=O)O (stereo not given)	-1	x	10
O=C1/C(=C\c2ccccc2[N+](=O)[O-])Sc2ccc3ccccc3c21	-6	-4	-4
Cc1cc(CN2CC[C@@H](N3CCN(c4ccccc4F)CC3)[C@H](O)C2)oc1C	-3	x	12
CN(C1=NS(=O)(=O)c2ccccc21)c1ccc(OC(=O)c2cccc3ccccc23)cc1	-4	-6	0
Clc1ccc(/C=N\Nc2cc(N3CCOCC3)nc(N3CCOCC3)n2)cc1	3	1	-5
O=C(c1ccc2c3c(cccc13)CC2)C1CCCN(C(=O)CCn2cnnn2)C1 (stereo not given)	0	-6	12
O=S(=O)(c1cc(Cl)cc(Cl)c1)N1CCN(c2nccc(-c3ccc(-n4ccnc4)cc3)n2)CC1	-2	-7	9
CCCCN(CC(=O)N1CCc2sccc2C1c1ccc(Cl)cc1)C(=O)c1cccc(OC)c1 (stereo not given)	-1	-3	16
CC(=O)Nc1ccc(SCCN2CCOCC2)nn1	-3	x	7
CCn1cc(C(=O)NCC2CC23CCc2ccccc23)cn1 (stereo not given)	-5	x	-3
CCOCCCN(CC(=O)N(Cc1ccccc1)Cc1sccc1C)C(=O)/C=C/c1ccc([N+](=O)[O-])cc1	-9	-5	x
CCCC(=O)NCCNc1cc(-n2ccnc2C)ncn1	-4	-12	-13
CCC(C(=O)Nc1ccc(C(=O)N(C)C)cc1)c1ccccc1 (stereo not given)	-13	x	7
CC=CC(=O)OCC1=C(C(=O)OCC)C(c2cccs2)NC(=O)N1 (stereo not given)	-4	x	8

(continued)
SMILES	hcGAS inh	mcGAS inh	NPYLR7 ag
Cc1cc(C)c(-n2cccn2)c(CN2CCC(N3CCCC3=O)CC2)c1	-6	x	6
COc1ccc(-c2nn(-c3ccc(F)cc3)c(OC(C)=O)c2-c2ccc(NC(=O)c3ccccc3OC)cc2)cc1OC	5	2	-8
O=C(NCC(=O)N1CCOC(COCc2ccccc2F)C1)c1ccco1 (stereo not given)	-5	-8	24
Cc1cccc(N2CCN(Cn3ncn(-c4ccccc4)c3=S)CC2)c1C	7	x	7
CCCc1cc(=O)n(CC(=O)N2CCCCC2)c(-n2nc(C)cc2C)n1	-10	-8	-4
COCCNC(=O)CCC1CCN(C(=O)C#Cc2ccccc2)CC1	-4&-4	x	5
COc1ccc(-n2nc(-c3cccs3)cc2C(=O)N2CCN(c3cccc(C(F)(F)F)c3)CC2)cc1	-3	-5	-2
CN(C)S(=O)(=O)c1ccc(F)c(N)c1	-7	-17	18
CC1ON=C(c2ccc(CN3CCOCC3)cc2)N(Cc2cccc(C#N)c2)C1=O (stereo not given)	-3	x	11
O=C(O)c1coc(CN(Cc2ccc3c(c2)OCO3)Cc2ccc(F)cc2F)n1	-5	-4	9
CCOC(=O)c1[nH]c(C)c(C(=O)CN(CC)S(=O)(=O)c2ccc3ccccc3c2)c1C	-8	-5	-10
CCN(CC)CCCC(C)Nc1nc(C)cc(Nc2ccc3nc(C)cc(N)c3c2)n1 (stereo not given)	0&0	2	4&-4
O=C(N[C@H](Cc1ccccc1)C(=O)N1CCC(C(=O)N2CCOCC2)CC1)C1CC1c1ccccc1 (stereo not given in full)	-5	-2	14
O=C(Cn1cc2c(n1)CCCC2)NCC1CCCO1 (stereo not given)	-6	-3	1
CC(c1cccnc1)N(C)C(=O)NCCc1ccn(-c2ccccc2)n1 (stereo not given)	-4	x	3
Cc1c(C(=O)N(C)Cc2ccc(F)cc2)sc(=O)n1Cc1cccc(C(F)(F)F)c1	-6	x	-1
CCCCc1ccc2nc(NC(=O)OC)[nH]c2c1	-5	x	19
COc1cc(C)c(S(=O)(=O)N2CCN(c3nccc(-c4cccc(C(F)(F)F)c4)n3)CC2)c(C)c1C	-6	-9	4
COc1ccc2nc(NC(=O)/C=C/c3ccc(Cl)cc3Cl)sc2c1	-4	-4	-9
CSc1nc2c([nH]c3ccccc32)c(=O)n1-c1ccc(C)cc1	-6	-6	-1
CN(CCC(=O)Nc1cccc(Cl)c1)CC1(CO)CCOCC1	-3	-8	-8
N#Cc1ccc(NCCc2ccc3c(c2)OCO3)nc1	1	0	2
CCNc1ccnc(N2CCCN(S(C)(=O)=O)CC2)n1	-9	-12	x
CCOCCOC(=O)C1=C(C)NC2=C(C(=O)CCC2)C1c1cccc(Cl)c1Cl (stereo not given)	-5	x	-6
CC(C)(C)NC(=O)NC(=O)C[n+]1cccc(O)c1	-7	-9	4
CC(=O)c1ccc(S(=O)(=O)NC(c2ccccc2)C(C)(C)C)cc1 (stereo not given)	-7	-15	3
CCOC(=O)CCC(=O)N1CCN(C(=O)CCN2CCc3sccc3C2c2cccc(F)c2)CC1 (stereo not given)	5	-1	-6
CC1(C)C2CC=C(C=NNC(=O)Cc3cn4ccsc4n3)C1C2 (stereo not given)	-4	-4	0
CC(C(=O)Nc1sc2c(c1C#N)CCC2)N1CCNC(=O)C1 (stereo not given)	-7	x	5
COc1ccccc1-n1cc(C(=O)N2CC[C@@H](N3CCN(C)CC3)[C@H](O)C2)cn1	-13	x	5
OCC1(CCCc2ccccc2)CCN(C2Cc3ccccc3C2)CC1	-8	x	8
O=C(C(=O)N1CCCC(c2[nH]ncc2-c2ccc(F)cc2)C1)c1cccnc1 (stereo not given)	0	x	-2
COC(=O)Cn1c(=O)c2c(nc3n(C)c(C)cn23)n(C)c1=O	-4	-7	x
COc1ccc(-c2nnc(SCc3cccc(C#N)c3)n2-c2ccc(Cl)c(Cl)c2)cc1	-11	-9	x
CCC(=O)c1ccc(OCc2cc(-c3ccccc3)on2)cc1	-3	-5	0
CN(CCOc1ccc(Cl)cc1)c1nccnc1C#N	-9	x	1
N#Cc1cc(C(=O)NS(=O)(=O)N2CCOCC2)ccc1N1CCCC1	-7	-10	-7

Bioassay records as filed in PubChem.
